High-throughput results (PubChem BioAssay)
Vif-APOBEC3F blk = qHTS for Inhibitors of Vif-A3F Interactions: qHTS. hit rate 0.2% among 390,000. AID 602313, 2012. HeLa A3F-eYFP + Vif (tagged APOBEC3F with the HIV-1 protein that degrades it), YFP fluorescence increase. Potency, µM (top dose mostly 46.1 µM), inactives show at the highest dose activity, negative = active; note: potency is the fitted concentration of half-maximal effect; % of control where 0% means no effect; nearly all actives have a fitted effect of over 65% in size
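Fluorescence increase (Ex 488/Em 500-530) after overnight compound treatment at 37 deg C flags inhibition of Vif-driven A3F-eYFP loss in stable HeLa A3F-eYFP/Vif cells seeded overnight beforehand.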
Glioma ERSR ind = qHTS for Inducers of the Endoplasmic Reticulum Stress Response (ERSR) in Human Glioma: qHTS; U87-MG GRP78 promoter luciferase reporter, 16 h; Potency, µM, for the others: at the highest dose activation, usual class: activators; hit rate 0.02% among 420,000; AID 602332, 2012; note: potency is the fitted concentration of half-maximal effect; series mostly up to about 76 µM; % of control where 0% means no effect; nearly all actives have a fitted effect of over 35% in size
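ERSR induction read as luciferase luminescence (Bright-Glo, 10 min at room temperature) in stably transfected human U87-MG glioma cells exposed to compounds for 16 h, using GRP78 as sensor.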
RXFP1 antagonist = qHTS Assay for Antagonists of the Relaxin Receptor RXFP1 | HEK293-RXFP1, relaxin-stimulated cAMP HTRF, 30 min; stronger effect = lower value | activity change, negative = inhibition, % at 57.5 µM | hit rate 0.59% among 350,000;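 active = activity change of -60% or lower, but not beyond a set lower limit; inconclusive = change between -60% and -40%, or beyond the set limit; inactive = change above -40%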; note: % is set by controls: 0 for no effect and ±100 for the full control effect
Target sequence (Q9HBX9 whole entry, looked up): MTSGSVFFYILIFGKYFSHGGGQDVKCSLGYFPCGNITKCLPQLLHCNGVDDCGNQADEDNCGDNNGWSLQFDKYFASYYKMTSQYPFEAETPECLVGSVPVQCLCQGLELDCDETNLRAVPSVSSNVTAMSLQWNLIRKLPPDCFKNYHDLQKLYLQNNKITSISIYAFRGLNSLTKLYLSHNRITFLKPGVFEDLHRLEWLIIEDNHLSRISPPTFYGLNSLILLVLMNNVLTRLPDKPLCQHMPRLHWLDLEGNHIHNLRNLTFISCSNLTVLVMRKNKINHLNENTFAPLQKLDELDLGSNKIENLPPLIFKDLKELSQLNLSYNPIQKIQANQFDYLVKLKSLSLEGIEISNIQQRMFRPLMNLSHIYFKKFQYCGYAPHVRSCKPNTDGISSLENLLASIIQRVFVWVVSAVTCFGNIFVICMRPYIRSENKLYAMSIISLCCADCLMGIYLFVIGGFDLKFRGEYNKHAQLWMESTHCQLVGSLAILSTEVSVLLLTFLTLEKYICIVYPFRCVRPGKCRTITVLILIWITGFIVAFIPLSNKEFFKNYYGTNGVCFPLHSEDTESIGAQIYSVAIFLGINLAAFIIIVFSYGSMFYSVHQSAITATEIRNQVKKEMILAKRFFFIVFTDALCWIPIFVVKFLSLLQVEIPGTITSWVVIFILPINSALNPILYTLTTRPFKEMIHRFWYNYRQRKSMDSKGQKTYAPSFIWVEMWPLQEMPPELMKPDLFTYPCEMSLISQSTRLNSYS
D1 PAM = Potentiators of Human D1 Dopamine Receptor: qHTS. D(1A) dopamine receptor (Homo sapiens), P21728. potentiation, % at 10 µM. HEK293 TREx D1 cells, calcium flux, dopamine EC20 potentiation. hit rate 0.036% among 360,000; in the data active = potentiation above about 30%; note: 0% is about no effect
D1 ag = Allosteric Agonists of the Human D1 Dopamine Receptor: qHTS. D(1A) dopamine receptor (Homo sapiens), P21728. HEK293 T-REx D1 cells, calcium flux, agonist mode. activation, % at 2 µM. hit rate 1% among 360,000; in the data active = activation above about 30%; note: 0% is about no effect
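Agonism was scored from calcium flux recorded over 180 s (1 read/s) after pintool compound addition, following a 10-cycle baseline. Cells were inducible force-coupled HEK293 TREx D1, plated overnight at 30 C and loaded with no-wash calcium dye.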
D1 antagonist = Antagonist of Human D 1 Dopamine Receptor: qHTS. activity change, negative = inhibition, % at 10 µM. hit rate 3.2% among 360,000. D(1A) dopamine receptor (Homo sapiens), P21728. HEK293 TREx D1 cells, calcium flux, dopamine EC80; stronger effect = lower value; in the data active = activity change below about -30%; note: % is set by controls: 0 for no effect and ±100 for the full control effect
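HEK293 T-REx cells expressing inducible, force-coupled D1 receptor; no-wash Ca dye, 30–90 min RT. Cmpd → 180 s read at 1 Hz → EC80 DA → 180 s read.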
D2 potentiator = HTS Assay for Positive Allosteric Modulators of the Human D2 Dopamine Receptor: Primary Screen for Potentiators; HEK293 T-REx D2, calcium flux, EC20 dopamine potentiation; AID 485347, 2010; potentiation, % at 10 µM; hit rate 0.34% among 340,000; D(2) dopamine receptor (Homo sapiens), P14416;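 active = potentiation over 3 SD above the plate norm, cut at about 30% in these data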; note: 0% is about no effect
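Calcium flux readout, no-wash dye, 1 read/s. Inducible HEK293 Trex D2 line, overnight 30 C. Compound alone 180 s (agonist flags), then EC20 dopamine, another 180 s to score potentiation.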
Vif-A3G inh = qHTS for Inhibitors of Vif-A3G Interactions: qHTS. DNA dC->dU-editing enzyme APOBEC-3G (Homo sapiens), Q9HC16. HeLa A3G-eYFP + Vif (tagged APOBEC3G with the HIV-1 protein that degrades it), YFP fluorescence, overnight. Potency, µM (titrated, usually from 46.1 µM), for inactives: at the top dose activity, negative = active, actives largely listed as inhibitors. hit rate 0.076% among 410,000;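 note: potency is the fitted concentration of half-maximal effect; % is set by controls: 0 for no effect and ±100 for the full control effect; nearly all actives have a fitted effect of over 60% in size; hits raise eYFP signal because A3G escapes Vif-driven loss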
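HeLa cells stably expressing Vif and C-terminally eYFP-tagged A3G, seeded overnight at 37 deg C, then exposed to compound by pintool overnight at 37 deg C. Rise in yellow fluorescence (Ex 488/Em 500-530, Acumen) marks blocked Vif-driven A3G degradation.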
RXFP1 ag = qHTS Assay for Agonists of the Relaxin Receptor RXFP1. HEK293T-RXFP1 cAMP TR-FRET, 30 min; response scale: percent of porcine relaxin response, buffer zero. Potency, µM (titrated, usually from 57.5 µM), inactives show at the top dose activation, actives largely listed as activators. Relaxin receptor 1 (Homo sapiens), Q9HBX9. hit rate 0.3% among 370,000. AID 2676, 2010; note: potency is the fitted concentration of half-maximal effect; % is set by controls: 0 for no effect and ±100 for the full control effect; nearly all actives have a fitted effect of over 60% in size; many of its hits are not listed in these tables
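HEK293 cells stably expressing RXFP1, treated 30 min at 37C with compounds plus PDE4 inhibitor Ro 20174; cAMP measured by HTRF TR-FRET. Normalized to buffer and 29 nM porcine relaxin; EC50 by Hill fit.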
Active calls of the source: *; ? = inconclusive; · = not tested or not shown; & = joins results of further samples. Unless noted, calls come from the whole dose curve; as a rule, active = well fitted curve in the direction sought with a large enough effect; inconclusive = small, poorly fitted or top-dose-only effect, or another doubt; inactive = no such curve, though single readings can be large; an effect the other way counts as inactive or inconclusive. Only part of the results is shown (hit frequency here may not be typical).

SMILES	Vif-APOBEC3F blk	Glioma ERSR ind	RXFP1 antagonist	D1 PAM	D1 ag	D1 antagonist	D2 potentiator	Vif-A3G inh	RXFP1 ag
CC1CCCCC1NC(=O)COc1cccnc1[N+](=O)[O-] (stereo not given)	10%	-1%	3	·	·	·	·	1%	·
C[C@H]1CN([C@@H](C)CO)C(=O)CCCn2nncc2CO[C@@H]1CN(C)Cc1cccc(O)c1	-2%	-2%	9	·	·	·	·	-13%	·
CC1CN(CC(O)COC2CCC(C(C)(C)C)CC2)CC(C)O1 (stereo not given)	-53%	4%	-14	-4	5	4	-1	-11%	1.0%
O=C(CCn1nnc2ccccc21)Nc1nnc(COc2ccccc2F)s1	6%	-6%	1	4	3	17	-4	0%	-0.1%
CC(C)C(NC(=O)c1ccccc1)C(=O)NC1CCCc2ccccc21 (stereo not given)	5%	-2%	0	-6	1	-2	19	0%	-0.7%
CCOC(=O)C1CCCN(C(=O)c2ccc(S(=O)(=O)Nc3ccccc3OC)cc2)C1 (stereo not given)	-7%	-1%	1	5	1	-22	-5	3%	0.9%
CN(C)S(=O)(=O)c1ccc(NC(=O)c2cc3ccccc3o2)cc1	-1%	8%	-6	1	0	-18	1	0%	-1.7%
Cc1ccc(/C=N\NC(=O)c2cncc(Br)c2)o1	-2%	-2%	-2	-1	0	-16	-3	-7%	1.9%
CC/C(C)=N/Nc1ccc(S(=O)(=O)N2CCCC2)cc1[N+](=O)[O-]	-2%	-2%	-12	-1	2	-48*	9	0%	0.5%
C[C@H]1CN([C@@H](C)CO)C(=O)CCCn2nncc2CO[C@@H]1CN(C)C(=O)Nc1ccnc(N2CCOCC2)c1	1%	0%	-9	·	·	·	·	0%	·
COC(=O)c1sccc1NC(=O)c1ccc(OC)c(OC)c1	2%	2%	-7	-2	1	·	14	-2%	4.1%
Cc1ccc(C(=O)O)cc1-c1ccc(/C=C2\SC(=O)N(CC(=O)Nc3ccccc3)C2=O)o1	-6%	-3%	-8	-12	3	-14	-1	1%	2.9%
COc1cccc(CC(=O)OCC(=O)Nc2c(C)nn(-c3ccccc3)c2C)c1	-1%	-2%	-2	-2	1	-27	7	0%	0.2%
O=[N+]([O-])c1ccc(CSc2nnc(SCc3ccccc3)s2)cc1	-1%	2%	-8	-12	12	-6	-5	-4%	1.3%
N=C1C(c2nc3ccccc3c(=O)[nH]2)=C(O)CN1c1ccccc1	·	·	·	5	0	-4	-11	·	4.3%

Printed as active in D1 antagonist, of those listed so far:
canonical_smiles,Glioma ERSR ind,RXFP1 antagonist,D1 PAM,D1 ag,D1 antagonist,D2 potentiator
CC/C(C)=N/Nc1ccc(S(=O)(=O)N2CCCC2)cc1[N+](=O)[O-],-2%,-12,-1,2,-48*,9

(next part)
SMILES	Vif-APOBEC3F blk	Glioma ERSR ind	RXFP1 antagonist	D1 PAM	D1 ag	D1 antagonist	D2 potentiator	Vif-A3G inh	RXFP1 ag
O=S(=O)(Cc1ccc(Cl)cc1)CC(O)COCc1ccccc1 (stereo not given)	-5%	-3%	-12	-1	1	8	1	-7%	0.1%
CC(NC(=S)Nc1ccc([N+](=O)[O-])cc1)c1ccncc1 (stereo not given)	8%	-2%	-3	-7	9	-30	3	2%	0.9%
COc1ccc(CNC(=O)CN(C(=O)CCC(=O)Nc2ccccn2)c2cccc(C)c2C)cc1	18%	0%	-10	2	1	-12	6	-3%	1.2%
Cc1ccc(NC(=O)C2CCCN2S(=O)(=O)c2ccc3c(c2)CCC(=O)N3)cc1Cl (stereo not given)	1%	0%	·	-3	0	7	5	-1%	0.9%
CC(Oc1ccc(F)cc1)C(=O)Nc1cc(-c2ccc(F)c(F)c2)no1 (stereo not given)	·	·	-38	-1	111*	-41*	-1	·	0.6%
COc1cnc(NS(=O)(=O)c2ccc(N)cc2)nc1	-4%	0%&-3%&-4%	4	-2	-1	-6	-2	-1%	-0.1%
O=C1Nc2ccccc2/C1=N/N=C/c1ccc(-c2ccc([N+](=O)[O-])cc2)o1	-5%	12%	-1	3	2	0	2	1%	2.4%
COc1ccc(Nc2ccc([N+](=O)[O-])c3nonc23)c(OC)c1	-19%	-2%	10	-2	2	-13	4	2%	0.6%
CCOCC(=O)Nc1c(C)n(C)n(-c2ccccc2)c1=O	·	·	·	-5	3	-7	2	·	1.4%
O=C1CC(CC(=O)N/N=C/c2ccccc2[N+](=O)[O-])=NN1	2%	-5%	-6	-7	1	0	-14	4%	-0.6%
O=C1NCCc2c1[nH]c1c(Cl)ccc(Cl)c21	3%	-8%	5	-1	1	-8	-16	1%	2.1%
O=C(Nc1cc(Sc2ccccn2)cc([N+](=O)[O-])c1)c1ccc(Cl)cc1	-4%	-4%	-8	-5	4	-5	1	-4%	-0.4%
CCc1cccc(NC(=O)C2CCCN2S(=O)(=O)c2cccc3cccnc23)c1 (stereo not given)	1%	-6%	?	2	3	4	16	-3%	-2.5%
CC1CN(S(=O)(=O)c2cccc(C(F)(F)F)c2)CC(C)O1 (stereo not given)	?	-4%	-6	2	0	-3	-7	1%	-1.5%
COc1ccc(-c2cc(C(=O)O)c3sc(N4CCCCC4)nc3n2)cc1OC	10%	3%	-14	0	3	-3	0	-5%	1.4%
CCC12CN3CCN(CC(C3)/C1=N\NC(=O)c1ccc(Cl)cc1)C2	-1%	3%	2	1	5	-24	1	-1%	0.8%
COc1ccc(N=Cc2ccc[nH]2)cc1	-23%	1%	-11	12	1	-2	18	2%	0.5%
COc1cccc(OC)c1C(=O)NNC(=O)c1ccc(F)cc1	7%	-4%	2	1	3	5	-1	0%	-0.9%
CCOC(=O)C1(C(F)(F)F)N=C(N(C)C)OC(N(C)C)=N1	3%	2%	8	-6	2	-1	3	-6%	-0.6%
Cc1ccccc1-n1c(SCC(=O)NCc2cccs2)nnc1-c1ccncc1	-5%	-1%	2	1	4	1	6	1%	-1.0%
O=C(CCS(=O)(=O)c1cccc2nsnc12)N1CCN(c2ccccc2F)CC1	3%	0%	0	-1	1	-15	1	-1%	0.9%
FC(F)(F)c1cc(-c2ccco2)nc2ncnn12	2%	0%	6	-6	3	-5	-9	-1%	2.3%
O=C(NCCC1=CCCCC1)c1ccc(Cl)c(S(=O)(=O)Nc2ccccc2)c1	0%	-3%	12	0	7	-22	-3	0%	1.1%
Cc1cc(NS(=O)(=O)c2ccc(NC(=O)CSc3nnc(-c4ccco4)n3N)cc2)nc(C)n1	0%	-4%	0	4	4	-2	-7	-1%	-0.2%
O=C(COc1ccc(S(=O)(=O)N2CCCC2)cc1Cl)NC1CC1	-5%	-4%	-1	-2	-3	4	5	-1%	-1.0%
O=C(COc1ccccc1Cc1ccccc1)Nc1cccc(S(=O)(=O)N2CCOCC2)c1	7%	6%	4	-2	6	-6	-10	0%	2.1%
c1ccc(OCCSc2ncnc3nc[nH]c23)cc1	3%	6%	-17	·	·	·	·	-1%	·
CC(=O)Cc1nnn(-c2cc(C)on2)n1	·	·	·	-4	1	-24	·	·	3.9%
Cc1ccc(/C=C2\SC(=S)N(CCC(=O)Nc3cccnc3)C2=O)cc1	?	-5%	-8	-2	4	-2	3	1%	1.8%
S=c1[nH]nc(-c2ccco2)n1/N=C/c1cccc(Cl)c1	-7%	-3%	-12	2	2	4	8	0%	-2.1%
CC1CC(C)(C)N(C(=O)CN2CCN(C)CC2)c2ccccc21 (stereo not given)	-4%	-5%	0	-2	-1	4	4	6%	-1.7%
O=C(Cn1c(=O)oc2cc(S(=O)(=O)NCc3ccccc3)ccc21)NCc1ccccc1Cl	-9%	0%	-22	-4	18	-6	-13	-2%	-2.1%
O=C1N(c2ccccc2)C(=Nc2ccccc2)SC12CC2	1%	-4%	-24	6	2	5	9	-6%	-0.4%
O=C(Nc1ccnc(-c2ccncc2)n1)c1ccc(F)cc1	3%	-5%	7	4	5	-1	-4	0%	4.8%
CC1(C(=O)N2CCOCC2)CCCCC1	2%	-2%	3	-1	8	5	2	1%	1.4%
Cc1cccc(N2CCN(C(=O)CCN3C(=O)C4C5C=CC(C5)C4C3=O)CC2C)c1 (stereo not given)	-1%	-1%	-11	1	1	-21	-14	4%	-0.4%
CCOC(=O)C1CCN(c2nc3ccccc3nc2C(C#N)C(=O)NCCc2ccccc2)CC1 (stereo not given)	·	·	·	-1	0	-30*	3	·	-0.3%
C[C@H](CO)N1C[C@H](C)[C@@H](CN(C)C(=O)Nc2ccc(N3CCN(C)CC3)cc2)OCc2cnnn2CCCC1=O	-15%	-2%	1	·	·	·	·	2%	·
CC(=O)Nc1ccc(S(=O)(=O)Nc2nnc(C)s2)cc1	-2%	-4%	2	·	·	·	·	-1%	·
O=C(NCCc1ccccc1)C(=O)NCC(c1cccs1)S(=O)(=O)c1cccs1 (stereo not given)	3%	-2%	·	-2	25	·	11	4%	0.7%
O=C(Nc1ccc(OC(F)(F)F)cc1)c1ccccc1-n1cnnn1	-1%	-2%	8	·	·	·	·	-7%	·
CCOC(=O)Cc1csc(NC(=O)CSc2nnc(-c3ccc(F)cc3)o2)n1	1%	-5%	10	2	-1	10	4	4%	-0.3%
COc1ccccc1C(=O)Nc1ccc(S(=O)(=O)N2CCCCC2)cc1	3%	-4%	-5	-5	2	5	8	0%	0.2%
O=C(COC(=O)c1cnc(Cl)c(Cl)c1)NCCC1=CCCCC1	12%	-3%	-32	-5	-1	-17	5	-1%	2.4%
Cc1nnsc1C(=O)N1CCCC(N2CCN(c3cccc(C(F)(F)F)c3)CC2)C1 (stereo not given)	3%	-2%	-3	3	3	-3	-4	-2%	-0.7%
CCCCc1c(C)nc2c(-c3ccc(Cl)cc3)c(C)[nH]n2c1=O	-5%	-5%	·	-4	12	4	-18	4%	4.0%
